# C1s block – blocks human complement C1s protease activity | purified C1s, fluorogenic AMC substrate, pooled mixtures | P09871 | mean inhibition % of two 10-compound mixtures (hits give high values), % at 5 µM (by protocol) | actives 0.16% (n = 62,000);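 active = inhibition above 20% in each of the two 10-compound mixture wells holding the compound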;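 note: 0% = enzyme wells lacking compound mixture and 100% = no-enzyme blank wells; some compounds called inactive have numbers as strong as hits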
# CatS inh – blocks human cathepsin S protease activity; P25774; recombinant cathepsin S, AMC dipeptide fluorescence, pooled mixtures; inhibition, %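 (tested at 5 µM per compound within 10-compound mixtures)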; actives 0.06% (n = 62,000); in the data active = inhibition above about 32%, passing the limit was not always enough; inconclusive = no clear call, values can overlap the other calls;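 note: 0% = enzyme without compound and 100% = blank without enzyme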
# Target sequence (P25774 115-331 limits assumed): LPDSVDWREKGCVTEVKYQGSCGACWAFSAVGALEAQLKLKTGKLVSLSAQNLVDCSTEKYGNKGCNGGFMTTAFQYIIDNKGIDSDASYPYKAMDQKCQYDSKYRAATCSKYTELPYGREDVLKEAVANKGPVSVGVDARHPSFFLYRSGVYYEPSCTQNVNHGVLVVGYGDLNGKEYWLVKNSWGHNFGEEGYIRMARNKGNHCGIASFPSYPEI
# ROCK2 inh – blocks human Rho kinase 2 activity | O75116 | AID 604 | inhibition, % at 6 µM | purified ROCK2, Kinase-Glo ATP depletion luminescence | actives 0.35% (n = 60,000);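 active = inhibition above the screen-wide mean inhibition plus 3 SD, cut at about 18% in these data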;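 note: plate controls were DMSO wells for no effect and Y-27632 control wells after no-enzyme background subtraction for full effect; many of its hits are not listed in these tables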
# CatB mix inh – inhibitors of human cathepsin B in compound mixtures; actives 0.06% (n = 62,000); Purified cathepsin B, AMC dipeptide fluorescence; inhibition, %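 (ten-compound pools at 5 µM per compound and 50 µM total)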; P07858; in the data active = inhibition above about 22%, passing the limit was not always enough; inconclusive = no clear call, values can overlap the other calls;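 note: 0% = enzyme without compound and 100% = no enzyme blank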
# CatL inh – inhibitors of human cathepsin L; P07711; purified cathepsin L, fluorogenic substrate, fluorescence; inhibition, %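 (tested at 10 µM)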; actives 0.17% (n = 58,000); AID 460; in the data active = inhibition above about 45%;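 note: 0% = enzyme with no compound and 100% = no enzyme blank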
# Target sequence (P07711 114-288 limits assumed): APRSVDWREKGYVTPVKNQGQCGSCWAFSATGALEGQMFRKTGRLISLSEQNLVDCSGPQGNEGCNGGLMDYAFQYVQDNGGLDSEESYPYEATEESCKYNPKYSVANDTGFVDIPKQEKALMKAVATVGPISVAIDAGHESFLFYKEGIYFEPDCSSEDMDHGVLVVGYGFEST
# Target sequence (P07711 292-333 limits assumed): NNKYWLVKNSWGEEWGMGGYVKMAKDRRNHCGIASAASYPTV
# CatB block – blocks human cathepsin B protease activity; actives 0.1% (n = 63,000); purified cathepsin B, fluorogenic substrate, fluorescence; inhibition, %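 (tested at 10 µM)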; AID 453; P07858; in the data active = inhibition above about 21%;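 note: 0% = enzyme with no compound and 100% = no enzyme blank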
# HER2 expr 66K – lowers expression of human Her2 kinase. P04626. HER2 level % of control, % at 10 µM. actives 0.69% (n = 65,000). SKBR-3 HER2 protein level, AlphaScreen, 18-24 h; hits give low values. AID 645;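 active = HER2 level under 5% of the carrier-only control; inconclusive = no clear call, values can overlap the other calls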;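 note: 100% = DMSO carrier and 0% = 500 nM PU-H71 HSP90 inhibitor; lower value means stronger loss of Her2 protein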
# CatG inh – blocks human cathepsin G enzyme activity; P08311; purified enzyme, AMC-tetrapeptide fluorescence, pooled mixtures; inhibition, % at 5 µM (by protocol); actives 0.2% (n = 62,000); AID 581;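 active = inhibition above 20% in each of the two mixture wells holding the compound; inactive = inhibition of 20% or less in either well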;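 note: 0% = enzyme control without mixture and 100% = blank lacking enzyme; strong numbers were not always called active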
# Target sequence (P08311 21-244 limits assumed): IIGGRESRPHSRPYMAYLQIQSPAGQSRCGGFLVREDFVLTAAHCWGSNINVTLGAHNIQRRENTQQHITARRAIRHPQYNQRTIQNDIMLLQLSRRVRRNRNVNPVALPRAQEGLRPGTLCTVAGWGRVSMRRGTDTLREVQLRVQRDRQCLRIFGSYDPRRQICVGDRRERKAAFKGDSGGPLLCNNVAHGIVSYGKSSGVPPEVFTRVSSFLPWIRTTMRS
# PKA kinase inh – PKA (human) kinase inhibition; PKA Kemptide phosphorylation, Kinase-Glo ATP luminescence; inhibition, % at 6 µM; actives 0.1% (n = 65,000);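 active = inhibition above the screen-wide mean inhibition plus 3 SD, cut at about 21% in these data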; note: many of its hits are not listed in these tables
# * hit, by the source's call; ? = inconclusive; . = not tested or not shown. Some of the compounds tested (hit frequency here may not be typical).
SMILES,C1s block,CatS inh,ROCK2 inh,CatB mix inh,CatL inh,CatB block,HER2 expr 66K,CatG inh,PKA kinase inh
CCN(C#N)c1nc(N(C)C)nc(N(C)C)n1,1.1,-0.1,6.3,0.0,.,-1.4,108.1,-0.1,6.0
O=C(O)CCC(NS(=O)(=O)c1ccc(-c2ccccc2)cc1)C(=O)O (stereo not given),-5.0,-4.1,.,1.2,-0.7,-1.4,100.3,-4.0,1.5
c1ccc(-c2nnnn2CCOCCn2nnnc2-c2ccccc2)cc1,-94.9,-14.4,6.8,-8.0,0.6,0.4,110.8,-13.3,5.5
O=S1(=O)NC(=NCc2ccco2)c2ccccc21,-33.1,-2.6,5.3,-0.5,0.9,-5.1,93.6,-2.5,3.0
CC1CCN(C(=O)CN(CCc2ccccc2)S(C)(=O)=O)CC1,11.9,-0.6,0.0,1.8,0.7,3.2,101.1,8.3,5.3
Nc1c(C(=O)NCc2ccco2)nnn1-c1ccccc1,-2.7,-6.1,-1.5,0.3,1.0,-0.2,85.7,3.3,3.5
Cc1ccc(C(=O)C2COC(=O)C2)cc1 (stereo not given),0.0,4.0,.,-6.6,0.1,4.3,95.9,7.7,-3.2
COCCn1c(SCC(=O)N2CCCc3ccccc32)nnc1-c1ccco1,17.3,-2.7,-2.9,7.0,-5.6,-0.2,105.8,14.0,-5.9
CCN(CC)CCCN1C(=O)C(=O)/C(=C(/O)c2ccc(OC)c(Cl)c2)C1c1ccco1 (stereo not given),-13.8,-5.0,3.4,-5.8,-9.4,2.0,119.6,6.4,4.7
CCOc1ccc(C)cc1S(=O)(=O)N1CCCCC1,14.3,-10.5,1.1,4.3,7.1,-2.3,107.8,6.4,8.0
CCN(CC)C(=O)CSc1nc2sc(C)c(C)c2c(=O)[nH]1,1.1,0.6,3.5,2.6,18.6,3.8,108.8,8.4,3.6
Cc1ccc(CNC(=O)CN2CCN(Cc3ccc(Cl)cc3)C2=O)cc1,-6.0,-2.7,.,7.8,-8.0,-0.1,100.7,1.7,-0.1
CCn1c(CSc2nnc(C)n2-c2ccccc2)nc2cc(S(=O)(=O)N(C)C)ccc21,2.4,3.4,4.8,-1.0,21.1,-0.2,110.8,8.2,11.4
O=C(C1CCCN1S(=O)(=O)c1ccc(Cl)c(Cl)c1)N1CCOCC1 (stereo not given),2.0,8.4,6.8,-2.0,15.4,2.8,104.2,19.1,5.3
O=C(O)C1C2CCC(C2)C1C(=O)NCCCn1ccnc1 (stereo not given),-6.6,14.3,-2.4,-0.3,2.9,1.4,112.5,-6.5,-6.5
O=C(NCc1cccs1)C1CCCN1S(=O)(=O)c1ccccc1F (stereo not given),1.6,3.4,.,-1.8,14.4,-3.8,106.6,1.2,2.6
CC1(C)Cc2c(sc3nc4n(c(=N)c23)CCCCC4)CO1,-27.1,9.2,-10.4,-2.5,29.1,-1.7,87.4,0.1,1.7
Oc1ccc(CNC2CCCCC2)cc1,1.7,5.7,4.4,1.5,17.4,5.0,120.3,7.0,4.8
CCOc1ccc(NC(=O)CSc2nnc(-c3ccccc3Cl)n2Cc2ccco2)cc1,-23.7,14.6,-3.4,9.2,0.5,9.0,197.0,-14.9,4.0
COc1ccc(C2CC(=O)C3=C(C2)Nc2ccccc2N(C(=O)C2CC2)C3c2cccnc2)cc1OC (stereo not given),1.4,0.1,5.1,-4.0,0.2,2.5,108.9,5.3,8.0
CC(=O)C1=C(O)C(=O)N(c2ccc(C(=O)O)cc2)C1c1ccccc1 (stereo not given),-37.1,-13.9,-16.7,0.5,32.9,3.4,136.1,7.9,0.6
CN(C)c1ccc(C(c2nnnn2C(C)(C)C)N2CCN(C(=O)c3ccco3)CC2)cc1 (stereo not given),-2.9,13.6,-8.3,2.5,1.6,0.7,110.8,-7.6,-3.9
CCCc1nc(SCC(=O)N2CCC(Cc3ccccc3)CC2)c2c(=O)n(C)c(=O)n(C)c2n1,11.6,9.8,-1.0,-0.6,9.3,-2.3,.,11.3,-3.5
CCOC(=O)c1cc(CNC(=O)c2c(C)oc3c2CCCC3)c(C)o1,4.3,-0.3,3.5,-0.1,8.0,1.3,102.6,7.4,18.2
COc1cc(S(=O)(=O)N(Cc2cccs2)CC2CCCO2)ccc1-n1cnnn1 (stereo not given),-1.0,-5.6,6.8,2.4,0.3,-0.1,97.4,7.0,12.9
CC(=O)c1ccc(NC(=O)c2noc3c2CCCCC3)cc1,-15.7,-1.7,4.6,-9.1,9.8,0.1,88.4,5.8,2.7
CCn1c(=N)n(CCOc2ccc(OC)cc2)c2ccccc21,-5.5,-9.1,1.4,-4.5,0.5,-1.6,71.6,1.2,-3.8
CCOC(=O)C1CCN(C(=O)CCNC(=O)Cn2ccc3ccccc3c2=O)CC1,-3.0,2.1,.,1.4,2.8,-1.9,60.7,-0.3,4.2
O=C(CCNS(=O)(=O)c1ccc(Br)s1)N1CCCCC1,3.1,3.3,0.0,1.4,-4.8,2.8,82.1,3.4,-0.9
COC(=O)c1ccccc1NC(=O)CN(CCc1ccccc1)S(C)(=O)=O,-24.2,?,-2.6,8.5,10.5,0.4,98.3,-2.5,6.7
CC1CCCC(N2CCN(C(=O)c3ccc(F)cc3)CC2)C1 (stereo not given),4.4,-4.6,8.2,-5.1,-11.1,1.1,105.4,8.2,5.7
CCC1Oc2nc(SC)nnc2-c2ccccc2N1C(=O)c1ccccc1 (stereo not given),-22.4,2.1,1.4,1.1,10.9,4.8,117.4,4.1,1.1
O=C(NC(O)C(=O)c1ccccc1)c1cccs1 (stereo not given),-45.5,-47.0,2.0,-2.2,-6.2,-0.9,91.4,0.8,-2.9
COc1ccccc1OCC(=O)N1CCN(c2ccccc2OC)CC1,-27.0,6.2,1.2,4.1,2.7,2.4,83.2,-1.3,-1.6
CC(C)c1ccccc1N1CC(C(=O)O)CC1=O (stereo not given),18.5,-28.7,-1.0,3.0,7.0,3.9,83.7,10.1,2.5
COc1ccc(Cl)cc1C(=O)Nc1ccc(NC(=O)c2ccco2)cc1,-27.3,-12.2,3.6,-11.7,-3.4,1.2,80.8,-5.9,6.8
CC1=CC(c2ccccc2)n2nc(N3C(=O)c4ccccc4C3=O)nc2N1 (stereo not given),-4.1,-1.1,-5.1,0.8,-0.4,3.2,55.6,4.4,-8.3
CCC1(c2ccccc2)NC(=O)N(CC(=O)Nc2cccc(C#N)c2)C1=O (stereo not given),-3.9,-4.3,5.1,2.6,1.0,3.9,142.3,-4.3,15.4
Cc1ccc2[nH]c(=O)c(CN(Cc3ccco3)C(=O)c3ccncc3)cc2c1,14.2,-25.6,3.2,2.3,8.4,2.3,88.5,8.0,3.3
COC(=O)C1=C(C)NC(=O)C1(Nc1nccs1)C(F)(F)F (stereo not given),17.1,4.4,7.9,2.7,16.6,7.3,72.0,11.8,12.5
CCc1ncc(C(O)c2cccc3ccccc23)n1C (stereo not given),16.4,-0.4,3.3,3.1,-3.8,-0.4,100.2,10.9,-5.3
COc1ccc(CNC(=O)CCS(=O)(=O)c2cccc3nonc23)cc1,-0.3,-1.1,.,3.0,-5.4,2.6,141.6,6.8,10.8
CCCOc1ccc(/C(O)=C2/C(=O)C(=O)N(CCCn3ccnc3)C2c2cccs2)cc1 (stereo not given),.,.,5.2,.,2.1,5.5,120.7,.,7.4
CC1CCCCN1S(=O)(=O)c1ccc2c(c1)oc(=O)n2CC(=O)O (stereo not given),-7.7,1.8,7.6,-0.3,6.2,-1.7,98.4,0.7,15.6
O=S(=O)(N1CCCCC1)n1nnc2ccccc21,-51.8,-4.3,7.1,0.4,.,.,77.7,4.0,6.8
Cc1cc(C)n(-c2ccc(C(=O)OCC(=O)Nc3ccc(S(=O)(=O)N4CCOCC4)cc3)cc2)n1,-6.3,5.7,5.7,3.8,-4.9,9.2,89.7,-10.9,8.8
O=C(CSC1=NCCN1)C1COc2ccccc2O1 (stereo not given),5.8,8.4,5.6,-0.8,9.5,2.4,88.9,11.8,8.6
O=C(COc1ccc(S(=O)(=O)N2CCOCC2)cc1)Nc1ccc(Cl)c(C(F)(F)F)c1,-29.7,2.3,1.9,3.1,-2.9,-3.9,82.7,-4.5,-0.3

# Retrieved one by one from above:
SMILES,C1s block,CatS inh,ROCK2 inh,CatB mix inh,CatL inh,CatB block,HER2 expr 66K,CatG inh,PKA kinase inh
O=C(CSC1=NCCN1)C1COc2ccccc2O1 (stereo not given),5.8,8.4,5.6,-0.8,9.5,2.4,88.9,11.8,8.6
COC(=O)c1ccccc1NC(=O)CN(CCc1ccccc1)S(C)(=O)=O,-24.2,?,-2.6,8.5,10.5,0.4,98.3,-2.5,6.7
O=C(O)CCC(NS(=O)(=O)c1ccc(-c2ccccc2)cc1)C(=O)O (stereo not given),-5.0,-4.1,.,1.2,-0.7,-1.4,100.3,-4.0,1.5
O=C(C1CCCN1S(=O)(=O)c1ccc(Cl)c(Cl)c1)N1CCOCC1 (stereo not given),2.0,8.4,6.8,-2.0,15.4,2.8,104.2,19.1,5.3

# Additional compounds follow.
SMILES,C1s block,CatS inh,ROCK2 inh,CatB mix inh,CatL inh,CatB block,HER2 expr 66K,CatG inh,PKA kinase inh
CNc1nc(Oc2ccccc2C(=O)OC)nc(SC)n1,11.1,3.8,.,0.6,.,2.2,91.7,10.6,3.8
O=C1C=C(NCC2CCCO2)CC(c2ccccc2)C1 (stereo not given),-1.9,-10.7,-4.7,-1.7,1.8,0.9,109.2,-2.1,-6.6
CCOC(=O)COc1ccc2c(c1)C(=O)CC(C)(c1cccnc1)O2 (stereo not given),-28.6,0.2,.,-3.2,-47.4,1.4,37.9,-3.3,-5.3
O=C(c1nn2cccnc2c1Cl)N1CCN(c2ccccc2)CC1,13.9,2.8,7.6,4.3,6.4,-4.0,96.8,4.9,9.8
COc1ccc(-c2cn3cccnc3n2)cc1NC(=O)c1ccc(Br)o1,5.5,11.9,.,1.3,-14.0,5.2,124.6,10.9,4.0
COC(=O)C1=C2SC(C)C(=O)N2C(N)=C(C#N)C1c1ccc(OC)c(OC)c1 (stereo not given),9.2,-2.2,4.7,0.4,21.4,5.7,103.1,5.7,10.9
C=CCNc1oc(-c2ccc(OC)cc2)nc1C#N,12.4,-1.4,3.1,0.0,6.5,2.1,166.9,10.9,6.6
CCOCCCNC(=O)Cn1cc2c(n1)CCCC2,2.9,0.7,7.9,3.0,17.9,3.0,100.1,9.7,8.6
O=C(O)CCC(C(=O)O)n1c(O)c(C2=c3ccccc3=NC2=O)sc1=S (stereo not given),-1.8,-2.3,0.3,6.1,-2.8,0.3,82.2,2.2,-0.4
O=C(C1CCN(S(=O)(=O)c2ccc(Br)s2)CC1)N1CCc2ccccc21,11.4,2.2,.,2.2,3.5,1.2,107.4,8.3,12.4
CC1Cc2ccccc2N1C(=O)c1ccnc(C(C)(C)C)c1 (stereo not given),-32.1,17.5,5.9,8.2,-0.9,7.1,103.4,-10.9,8.2
CCCCC(=O)NC1(C(F)(F)F)C(=O)Nc2c1c(=O)[nH]c(=O)n2Cc1ccco1 (stereo not given),2.9,3.1,8.2,-2.1,17.2,0.5,125.3,-0.6,10.9
O=C(NCc1cccs1)C1CCN(c2ccc(S(=O)(=O)N3CCOCC3)cc2Cl)CC1,-38.2,-12.1,4.3,1.3,-6.3,2.9,74.8,3.9,11.6
O=c1c2ccccc2c(C=NCCO)c(O)n1-c1ccccc1,4.2,9.7,3.9,7.6,22.4,-0.3,77.7,1.1,-0.4
O=C(NC(C(=O)c1ccccc1)N1CCOCC1)c1ccccc1 (stereo not given),-12.0,-11.6,-5.7,-3.2,-3.0,-1.1,99.5,2.3,-6.6
CCOC(=O)N1CCN(CC(=O)Nc2c(C(=O)OC)[nH]c3ccccc23)CC1,-2.9,-0.6,6.0,7.2,2.0,1.5,100.3,0.3,7.3
